Akt phos inh = HTS Assay for Inhibitors of Akt Phophorylation: Primary Screen | Neuro2A IGF-stimulated pAkt S473 HTRF, 20 min; active compounds read low | 360,000 tested, 0.32% active | activity change, % for hits at 50 µM | AID 651550, 2012; in the data active means activity change below about -80%; inconclusive means mostly about -51% to -80%; further: on the % scale 0 is the no-effect control and ±100 the full control effect
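Single-point screen (50 µM final compound) in Neuro2A cells stimulated 20 min with 6 nM IGF at 37 deg C. After lysis, Ser473-phosphorylated Akt read by HTRF (ex 330 nm, em 615/665 nm) as the 665/615 ratio.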
TGFb inhibitor = qHTS for Inhibitors of TGF-b; HepG2 CAGA-GFP TGF-b/SMAD3 reporter, GFP fluorescence, 18 h; TGF-beta stimulated, 500 pg/mL final; Potency, µM (top dose mostly 46.1 µM), for the others: top-dose activity, negative = inhibition, usual class: inhibitors; 410,000 tested, 1.2% active; AID 588855, 2011; further: potency means the concentration at half of the fitted maximal effect; on the % scale 0 is the no-effect control and ±100 the full control effect; nearly all actives have a fitted effect of over 65% in size
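HEPG2 CAGA-GFP cells (1000/well, DMEM with 1% FBS) were pre-incubated 2 h at 37 degrees C, given compound by pin tool, then stimulated with TGF-beta at 500 pg/mL final for 18 h before per-cell GFP fluorescence imaging.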
Nrf2 activator = qHTS of Nrf2 Activators. AREc32 ARE-luciferase reporter (MCF7-derived line), luminescence, 24 h. 410,000 tested, 0.31% active. Potency, µM (doses to about 46.1 µM), for the others: top-dose activation, most hits filed as activators. AID 624171, 2012; further: potency means the concentration at half of the fitted maximal effect; % of control where 0% means no effect; nearly all actives have a fitted effect of over 65% in size
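Reporter line AREc32 (ARE-Fluc), seeded overnight in OPTI-MEM with 5% FBS; compound pin-transferred, 24 hr at 37 deg C, 5% CO2; luminescent read-out.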
CCT chaperon mod = High-Throughput Screening for Modulators of Cytosolic Chaperonin Activity | purified chaperonin ATPase assay, HTRF ADP detection, 30 min | activity change, % (no concentration beside the values), hits read low | 360,000 tested, 0.3% active | AID 651819, 2012; in the data active means activity change below about -30%; further: on the % scale 0 is the no-effect control and ±100 the full control effect
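TRiC (40 or 20 nM final, by batch activity) in 30 mM Tris pH 7.4, 100 mM KCl, 5 mM MgCl2, 1 mM DTT was treated with compound at 76 uM single dose, then 10 uM ATP, 30 min at 37 °C. ADP was read by HTRF Transcreener.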
A549 viability = Nrf2 qHTS screen for inhibitors: counterscreen for cytotoxicity | A549 ARE-Fluc cells, CellTiter-Fluor viability, 18-24 h | Potency, µM (titrated, usually from 46 µM), for the others: top-dose activity change, negative = cytotoxicity, usual class: inhibitors | 390,000 tested, 0.16% active | AID 504648, 2011; further: potency means the concentration at half of the fitted maximal effect; on the % scale 0 is the no-effect control and ±100 the full control effect
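Cytotoxicity counterscreen: CellTiter-Fluor fluorescence was measured in A549 ARE_Fluc cells after 18-24 h of compound exposure in a concentration series. The subsequent BugLite luminescent read reports ARE-luciferase activity.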
EPAC2 agonist = qHTS for Agonist of cAMP-regulated guanine nucleotide exchange factor 4 (EPAC2): primary screen | 360,000 tested, 0.079% active | Rap guanine nucleotide exchange factor 4 (Homo sapiens), Q8WZA2 | Potency, µM (series often up to 154 µM), for inactives: at the highest dose activation, hits mostly activators | EPAC2 activation, biochemical qHTS; response scale: 100% = 6.5 mM cAMP response | AID 720711, 2013; further: potency means the concentration at half of the fitted maximal effect; nearly all actives have a fitted effect of over 50% in size
Target sequence (Q8WZA2 whole entry, looked up): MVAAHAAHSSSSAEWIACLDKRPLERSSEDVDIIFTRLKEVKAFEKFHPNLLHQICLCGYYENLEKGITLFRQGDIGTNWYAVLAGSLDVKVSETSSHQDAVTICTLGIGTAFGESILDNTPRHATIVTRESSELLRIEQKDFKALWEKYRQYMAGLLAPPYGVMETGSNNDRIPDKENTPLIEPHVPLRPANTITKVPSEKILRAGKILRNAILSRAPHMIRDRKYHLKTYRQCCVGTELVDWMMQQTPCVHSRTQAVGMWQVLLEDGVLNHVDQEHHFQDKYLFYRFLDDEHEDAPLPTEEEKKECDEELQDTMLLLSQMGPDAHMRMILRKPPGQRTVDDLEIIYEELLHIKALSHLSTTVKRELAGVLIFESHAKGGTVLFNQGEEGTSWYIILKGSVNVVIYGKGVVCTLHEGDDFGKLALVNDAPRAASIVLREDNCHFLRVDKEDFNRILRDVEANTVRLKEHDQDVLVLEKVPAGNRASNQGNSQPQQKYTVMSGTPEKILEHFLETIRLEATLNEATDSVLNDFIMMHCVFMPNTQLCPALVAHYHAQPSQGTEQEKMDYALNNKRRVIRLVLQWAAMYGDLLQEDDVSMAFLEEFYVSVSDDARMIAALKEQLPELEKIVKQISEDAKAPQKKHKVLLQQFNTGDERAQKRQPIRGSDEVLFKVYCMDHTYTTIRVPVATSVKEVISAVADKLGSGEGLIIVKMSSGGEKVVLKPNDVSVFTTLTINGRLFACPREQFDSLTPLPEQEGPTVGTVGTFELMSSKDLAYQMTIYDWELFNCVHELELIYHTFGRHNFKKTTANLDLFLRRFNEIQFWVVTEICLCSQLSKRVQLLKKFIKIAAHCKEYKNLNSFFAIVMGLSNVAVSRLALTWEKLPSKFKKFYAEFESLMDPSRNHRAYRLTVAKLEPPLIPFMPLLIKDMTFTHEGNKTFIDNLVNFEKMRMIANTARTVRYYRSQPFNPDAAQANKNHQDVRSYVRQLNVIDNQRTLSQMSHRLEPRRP
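In this primary screen, activation is scored as increased exchange of BODIPY-GDP from Rap1B by 100 nM EPAC2, with 50 uM GDP as competitor. Signal is normalized to the 6.5 mM cAMP agonist control.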
Nrf2 block = Nrf2 qHTS screen for inhibitors; 360,000 tested, 2.1% active; A549 ARE-Fluc reporter, luciferase luminescence, 18-24 h; Potency, µM (top dose mostly 46 µM), for inactives: top-dose activity change, negative = inhibition, most hits filed as inhibitors; further: potency means the concentration at half of the fitted maximal effect; on the % scale 0 is the no-effect control and ±100 the full control effect; nearly all actives have a fitted effect of over 60% in size
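Cells were seeded and rested 2 h, then exposed to compounds for 18-24 h. CellTiter-Fluor was read first as a viability measure. BugLite was added 15 min before the final luminescent read of ARE-luciferase activity in A549 cells.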
MmCpn inh = Inhibitors of TCP-1 ring complex (TRiC) of Methanococcus maripaludis (MmCpn): qHTS | purified Mm-Cpn ATPase, ADP Transcreener TR-FRET | Potency, µM (titrated, usually from 76.9 µM), without a hit: top-dose activity, negative = inhibition, hits mostly inhibitors | 330,000 tested, 0.031% active | AID 504842, 2011; further: potency means the concentration at half of the fitted maximal effect; on the % scale 0 is the no-effect control and ±100 the full control effect; nearly all actives have a fitted effect of over 80% in size
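ATP (10 uM final) was added to archaeal chaperonin (25 nM final) after 10 min exposure to test compound at 37°C; after 30 min further incubation, ADP was detected by competitive TR-FRET.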
EPAC2 antagonist = qHTS for Antagonist of cAMP-regulated guanine nucleotide exchange factor 2 (EPAC2): primary screen. EPAC2 GEF exchange of Rap1B-BODIPY-GDP, fluorescence. 360,000 tested, 0.18% active. AID 720708, 2013. Rap guanine nucleotide exchange factor 4 (Homo sapiens), Q8WZA2. Potency, µM (top dose mostly 114 µM), inactives show at the highest dose activity, negative = inhibition, usual class: inhibitors; further: potency means the concentration at half of the fitted maximal effect; on the % scale 0 is the no-effect control and ±100 the full control effect; nearly all actives have a fitted effect of over 45% in size; many of its hits are not listed in these tables
* = called active by the depositor; i = inactive; ? = inconclusive; · = no result given; & = joins results of further samples; [ ] = another dose, or the depositor's remark. Unless noted, the call rests on the fitted dose curve; in most records, active means well fitted curve in the direction sought with a large enough effect; inconclusive means small, poorly fitted or top-dose-only effect, or another doubt; inactive means no such curve, though single readings can be large; an effect the other way counts as inactive or inconclusive.

canonical_smiles	CCT chaperon mod	MmCpn inh	TGFb inhibitor	EPAC2 antagonist	A549 viability	Akt phos inh	Nrf2 activator	Nrf2 block	EPAC2 agonist
CCCn1nnc(NC(=O)c2ccc(-c3cccc(Cl)c3)o2)n1	-1.3	-1%	-6%	-3%	1%	i	0.8%	9%	2%
Cc1cc(NC(=O)Cc2ccccc2)ccc1NC(=O)c1cccs1	1.7	2%	-1%	5%	2%	i	-0.4%	-21%	1%
O=C(NCC1CCCO1)c1ccc(S(=O)(=O)N2CCC(c3nc4ccc(Cl)cc4[nH]3)CC2)cc1 (stereo not drawn)	-0.9	0%	?	-2%	2%	i	0.3%	?	10%
COc1ccc(Cc2nnc(SCC(=O)Nc3ccc(C)c(C)c3)o2)cc1OC	-1.1	2%	22%	5%	-15%	i	-0.2%	?	-11%
Cc1ccc(C2=C(O)C(=O)C(c3ccc(C)cc3)=C(O)C2=O)cc1	-0.5	·	0%	-5%	?	i	-0.8%	?	-16%
O=S(=O)(c1ccc(NCCCO)nc1)N1CCOCC1	0.7	1%	-8%	2%	-3%	i	-1.6%	6%	2%
COC(=O)C(C(=O)OC)C1C=CCN(C(C)=O)C1 (stereo not drawn)	-0.2	·	-22%	7%	0%	i	2.9%	21%	1%
O=S(=O)(NCCc1ccncc1)c1ccc(S(=O)(=O)N2CCCCCC2)cc1	-1.3	3%	6%	3%	9%	·	-0.5%	·	-4%
COc1ccccc1NC(=O)CSc1nnc(CSc2nc(C)cc(C)n2)o1	3.3	-1%	-14%	2%	-2%	i	-0.6%	0%	-7%
CN(Cc1ccc(-n2cccn2)cc1)Cc1cn(C)nc1-c1ccccc1F	-1.0	3%	-13%	-3%	-4%	i	0.1%	-23%	6%
COc1cc(NC(=O)CSc2nc(C)cc(C)n2)cc(OC)c1OC	-0.6	0%	-2%	4%	12%	i	2.6%	6%	?
COC(=O)c1sc2nc3c(cc2c1N)COC(C)(C)C3	0.5	-2%	5%	1%	-3%	i	0.7%	?	-11%
COc1ccc(NC(=O)c2ccsc2NC(C)=O)cc1	0.5	0%	0%	-12%	-2%	i	2.9%	3%	-5%
O=C1CN(C(=O)c2ccccc2F)C(c2ccccc2)c2cc(F)ccc2N1 (stereo not drawn)	-7.8	-3%	2%	4%	-4%	i	-0.2%	0%	7%
CCS(=O)(=O)N1CCC(C(=O)NCCN2CCOCC2)CC1	-3.0	1%	2%	1%	-1%	i	-0.5%	3%	0%
O=C(NCC(c1ccco1)N1CCN(c2ccccc2)CC1)c1ccco1 (stereo not drawn)	2.3	3%	-1%	-5%	-6%	i	-0.9%	3%	5%
O=C(CC1C(=O)N(c2ccc(F)cc2)C(=O)N1Cc1ccc2c(c1)OCO2)Nc1ccc(Cl)cc1 (stereo not drawn)	·	·	-17%	·	-4%	·	6.4%	-9%	·
Cc1ccc(NCc2ccco2)cc1C	-2.1	-6%	9%	-15%	11%	i	2.9%	19%	12%
COc1ccccc1NC(=O)C1CC(=O)N(c2ccc(F)cc2)C1 (stereo not drawn)	-3.1	-1%	-2%	-19%	-11%	i	-0.1%	-24%	7%
Cc1ccc(NC(=O)c2ccc(OCc3c(C)noc3C)cc2)nc1	-0.4	1%	-13%	4%	-3%	i	-0.3%	?	7%

Going on with the list.
canonical_smiles	CCT chaperon mod	MmCpn inh	TGFb inhibitor	EPAC2 antagonist	A549 viability	Akt phos inh	Nrf2 activator	Nrf2 block	EPAC2 agonist
COc1ccc(C2N3CC4(C)CN2CC(c2ccccc2)(C3)C4=O)cc1OC (stereo not drawn)	·	·	-5%	·	7%	·	0.1%	-3%	·
CCCCCn1c(CCCNC(=O)c2ccccc2)nc2ccccc21	·	·	?	·	-1%	·	4.4%	-9%[9.27 µM]	·
COc1cccc(N2CCN(Cc3ncc(-c4ccccc4)o3)CC2)c1	3.1	-1%	17%	0%	-2%	i	0.1%	1%	6%
Cc1ccc(NC(=O)CN(C)C(=O)COc2ccc(C(=O)c3ccc(F)cc3)cc2)cc1	-4.1	-1%	?	1%	-18%	i	0.4%	?	10%
CN(Cc1nc2ccccc2n1C)c1ccccc1	0.3	-1%	-11%	-4%	6%	i	4.7%	10%	10%
COc1ccc(C(=O)C2CCCN(C(=O)c3cc(C4CC4)[nH]n3)C2)c(C)c1 (stereo not drawn)	-2.6	?	0%	2%	-3%	i	0.4%	-12%	0%
CCOc1ccc(C(=O)NCCCN2CCCC2=O)cc1	0.9	0%	-9%	15%	-7%	i	-0.3%	13%	0%
O=C(O)CN1C(=O)CC(c2ccccc2)CC1=O	2.7	1%	-2%	17%	10%	i	-0.7%	26%	1%
COC(=O)[C@@]1(Cc2ccc(OC)cc2)[C@H]2c3cc(C(=O)N4CCCC4)n(Cc4ccc(C)c(F)c4F)c3C[C@H]2CN1C(=O)c1ccccc1	-3.2	·	·	3%	·	i	0.8%	·	9%
O=C(COC(=O)CC1CCCC1)Nc1ccc(Br)cc1F	-1.7	1%	4%	-15%	9%	i	0.1%	12%	16%
O=C1C2CC=CCC2C(=O)N1c1ccc(NCCc2ccccc2)c([N+](=O)[O-])c1 (stereo not drawn)	-1.5	0%	-1%	-1%	-1%	i	-0.8%	15%	8%
CCCCCOc1ccc(OC(=O)c2ccncc2)cc1	3.1	0%	-3%	0%	-6%	i	0.5%	-25%	-10%
CC(NCC(O)COc1ccccc1)C1COc2ccccc2O1 (stereo not drawn)	-0.7	0%	3%	-15%	-2%	i	-0.4%	5%	5%
COC(=O)CCC(=O)NNC(=O)c1cccc(Cl)c1	-1.1	?	6%	15%	-9%	i	-0.5%	11%	2%
Cn1c2ccccc2c2c(C(=O)N3CCN(c4ccc(F)cc4)CC3)cn(C3CCCCC3)c(=O)c21	·	·	?	·	-17%	·	3.0%	?	·
O=c1c(-c2ccc(Cl)cc2)cnc2n1CCS2	1.6	-3%	0%	0%	-1%	i	21%	?	0%
O=C(NCCc1ccccc1)c1cnc2ccccc2n1	-0.6	0%	-9%	-7%	2%	i	0.2%	?	6%
Cc1c(NC(=O)c2cc3nc(-c4ccccc4)cc(C)n3n2)c(=O)n(-c2ccccc2)n1C	-0.3	-1%	0%	4%	0%	i	0.5%	·	-10%
COc1ccccc1CCNC(=O)c1ccc(Br)s1	0.1	0%	-2%	-4%	-1%	i	1.2%	-4%	24%
Cc1ccc(C)c(OCc2cc(C(=O)NC3CCN(Cc4ccccc4)CC3)no2)c1	1.5	-1%	?	-14%	?	i	-0.5%	?	3%

(next part)
canonical_smiles	CCT chaperon mod	MmCpn inh	TGFb inhibitor	EPAC2 antagonist	A549 viability	Akt phos inh	Nrf2 activator	Nrf2 block	EPAC2 agonist
COc1ccccc1NC(=O)NCCN1C(=O)C2C3C=CC(C3)C2C1=O (stereo not drawn)	-0.9	2%	15%	12%	-4%	i	0.4%	11%	10%
O=C(NNc1ccc(Cl)cc1)C1CCC1	-36*	-2%	1%	6%	0%	i	0.1%	8%	4%
CCOC(=O)c1[nH]c2ccccc2c1NC(=O)c1ccc(S(=O)(=O)N(C)C)cc1	-0.9	0%	-27%	-7%	-4%	i	-0.3%	-11%	4%
Brc1ccccc1OCCNCc1ccccc1	-3.1	1%	?	1%	-4%	i	2.8%	1%	6%
C=C(C)Cn1c(SCC(=O)Nc2ccccc2C)nc2sc3c(c2c1=O)CCCC3	·	·	11%	·	-5%	·	-1.1%	-16%	·
O=C(N/N=C/c1cccc(F)c1)c1c(O)c2c([nH]c1=O)CCCC2	-1.5	0%	5%	-6%	15%	i	0.4%	?	-17%
CC(C)NC(=O)CCc1nc2cccnc2n1-c1ccccc1	-0.8	0%	0%	19%	4%	i	0.0%	0%	16%
Oc1c(Br)cc(Br)cc1CNc1cnc2ccccc2c1	-1.5	-2%	?	?	-4%	i	?	?	10%
O=C(NCc1ccco1)c1ccc2c(c1)OCCO2	-1.6	1%	17%	9%	-1%	i	7.0%	26%	6%
COc1ccc(-c2ccnc3cc(C(=O)O)nn23)cc1	0.4	-2%	3%	1%	-6%	i	0.3%	10%	-2%
O=C(CSc1nnc(Cc2csc(Nc3cccc(Cl)c3)n2)o1)N1CCc2ccccc21	-1.5	-11%	?	21%	3%&-23%	i	0.4%	?	3%
CCOC(=O)c1c(CN2CCN(C)CC2)oc2ccc(O)cc12	-1.1	-4%	0%	-1%	3%	i	-0.4%	-5%	0%
COc1cccc(CNc2ccc3[nH]c(=O)[nH]c3c2)c1OCc1ccc(F)cc1	-1.1	-6%	-15%	-14%	-2%	i	7.0%	?	5%
CCn1ncc(/C=N\NC(=O)Cc2ccc([N+](=O)[O-])cc2)c1C	-3.4	-1%	49%[activator]	-1%	-1%	i	0.4%	-7%	-1%
Cc1ccccc1CN1c2ccccc2-c2nc(SCC(=O)c3ccccc3)ncc2S1(=O)=O	·	·	1%	·	-1%	·	-0.1%	10%	·

Compound profiles (already shown).
O=C(CSc1nnc(Cc2csc(Nc3cccc(Cl)c3)n2)o1)N1CCc2ccccc21 in the list: CCT chaperon mod = -1.5; MmCpn inh = -11%; TGFb inhibitor = ?; EPAC2 antagonist = 21%; A549 viability = 3%&-23%; Akt phos inh = i; Nrf2 activator = 0.4%; Nrf2 block = ?; EPAC2 agonist = 3%
O=C(NCc1ccco1)c1ccc2c(c1)OCCO2 in the list: CCT chaperon mod = -1.6; MmCpn inh = 1%; TGFb inhibitor = 17%; EPAC2 antagonist = 9%; A549 viability = -1%; Akt phos inh = i; Nrf2 activator = 7.0%; Nrf2 block = 26%; EPAC2 agonist = 6%

Source: PubChem

These rows are one share of the data; count on the stated rates, not on these rows.
